# ATG4B inhibitor: ATG4B protease inhibitors, primary screen, biochemical, fluorescence, uHTS; Cysteine protease ATG4B (Homo sapiens), Q9Y4P1; inhibition, % at 8.33 µM; AID 504462, 2011; ATG4B cleavage of LC3-PLA2, NBD-HPC fluorescence, 1 h; 340,000 compounds, 0.51% hits; in the data active means inhibition above about 40%
# Target sequence (Q9Y4P1 whole entry, looked up): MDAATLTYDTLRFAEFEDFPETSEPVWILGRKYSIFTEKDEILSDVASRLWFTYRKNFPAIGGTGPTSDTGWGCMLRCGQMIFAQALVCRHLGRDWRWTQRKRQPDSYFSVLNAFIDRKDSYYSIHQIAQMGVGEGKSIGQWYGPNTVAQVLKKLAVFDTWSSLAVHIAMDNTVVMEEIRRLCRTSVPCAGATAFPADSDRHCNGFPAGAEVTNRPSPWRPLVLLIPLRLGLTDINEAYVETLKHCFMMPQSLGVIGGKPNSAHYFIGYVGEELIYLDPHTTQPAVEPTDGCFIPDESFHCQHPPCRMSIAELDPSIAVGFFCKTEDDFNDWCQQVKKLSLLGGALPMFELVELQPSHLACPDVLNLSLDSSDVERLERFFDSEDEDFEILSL
# mIAP activ: activators of mouse IAP, primary screen, biochemical, luminescence, uHTS; intestinal alkaline phosphatase [Mus musculus]; activation factor at 10 µM; 330,000 compounds, 0.24% hits; AID 2805, 2010; muIAP, CDP-Star luminescence, 30 min; stronger effect = higher value; 1 = vehicle-only enzyme signal, 0 = enzyme-free wells;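 active means activation factor of at least 2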; further: the source names both 10 and 20 µM as test concentration; values of inactives mirror those of a sister screen read the other way
#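 Assay system: mouse IAP enzyme; reagent: chemiluminescent substrate CDP-Star; dosing: test compounds delivered from DMSO solution; schedule: 30 min at room temperature; measured by: luminescence from enzymatic CDP-Star hydrolysis; controls: DMSO-only wells and no-enzyme negative control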
# HKDC1 inh: HKDC1 hexokinase inhibitors, primary screen, biochemical, fluorescence, uHTS; inhibition, % at 20 µM; 340,000 compounds, 0.16% hits; AID 493160, 2011; recombinant HKDC1, G6PDH/diaphorase resazurin coupled fluorescence;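 active means inhibition above about 35% when tested at 20 µM, limit read from the data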;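 further: plate controls were DMSO wells with enzyme for no effect and DMSO wells lacking enzyme for full effect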
#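 Assay system: in-house recombinant HK5 (HKDC1) enzyme. Input: HKDC1 at 5 µg/mL. Medium: Tris pH 8.0 buffer with MgCl2, Tween-20, BSA, BME. Dosing: single 20 µM dose. Schedule: 90 min reaction incubation at room temperature, dark. Signal: resazurin-to-resorufin fluorescence via G6PDH and diaphorase coupling, 525/613 nm. Controls: DMSO-enzyme wells negative, buffer-substituted wells positive.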
# mIAP block: inhibitors of mouse IAP, primary screen, biochemical, luminescence, uHTS. intestinal alkaline phosphatase [Mus musculus]. purified mouse IAP, CDP-Star luminescence, 30 min. inhibition, % at 10 µM. 330,000 compounds, 0.2% hits. AID 2806, 2010;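 active means inhibition of at least 40% at 10 µM in the primary screen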;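 further: plate controls were DMSO with enzyme for no effect and no enzyme wells for full effect; values of inactives mirror those of a sister screen read the other way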
# A3A deaminase: APOBEC3A ssDNA deaminase inhibitors, primary screen, selectivity assay for APOBEC3G inhibitor project, biochemical, FAM/TAMRA oligo cleavage fluorescence; DNA dC->dU-editing enzyme APOBEC-3A (Homo sapiens), P31941; recombinant A3A, FAM/TAMRA ssDNA deamination fluorescence; inhibition, % at 20 µM; 330,000 compounds, 0.41% hits; AID 493011, 2011;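 active means at least 40% inhibition at 20 µM here, with at most 30% in a related deaminase screen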;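 further: plate controls were A3A with DMSO for no effect and wells lacking A3A enzyme for full effect; some results filed as inactive read as strong as hits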
# Target sequence (P31941 whole entry, looked up): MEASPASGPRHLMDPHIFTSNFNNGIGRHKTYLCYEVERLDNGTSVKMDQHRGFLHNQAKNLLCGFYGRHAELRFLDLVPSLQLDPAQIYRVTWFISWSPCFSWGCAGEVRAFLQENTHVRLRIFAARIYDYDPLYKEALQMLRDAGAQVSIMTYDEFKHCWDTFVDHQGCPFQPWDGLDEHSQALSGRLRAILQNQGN
# hIAP activ: human IAP activators, primary screen, biochemical, luminescence, uHTS | Intestinal-type alkaline phosphatase (Homo sapiens), P09923 | 330,000 compounds, 0.16% hits | AID 2524, 2010 | activation factor at 10 µM | purified human IAP, CDP-Star luminescence, 30 min; stronger effect = higher value; 1 = vehicle-only enzyme, 0 = enzyme-free background;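 active means activation factor of the enzyme at least 2-fold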; further: the source names both 10 and 20 µM as test concentration; values of inactives mirror those of a sister screen read the other way
# Target sequence (P09923 whole entry, looked up): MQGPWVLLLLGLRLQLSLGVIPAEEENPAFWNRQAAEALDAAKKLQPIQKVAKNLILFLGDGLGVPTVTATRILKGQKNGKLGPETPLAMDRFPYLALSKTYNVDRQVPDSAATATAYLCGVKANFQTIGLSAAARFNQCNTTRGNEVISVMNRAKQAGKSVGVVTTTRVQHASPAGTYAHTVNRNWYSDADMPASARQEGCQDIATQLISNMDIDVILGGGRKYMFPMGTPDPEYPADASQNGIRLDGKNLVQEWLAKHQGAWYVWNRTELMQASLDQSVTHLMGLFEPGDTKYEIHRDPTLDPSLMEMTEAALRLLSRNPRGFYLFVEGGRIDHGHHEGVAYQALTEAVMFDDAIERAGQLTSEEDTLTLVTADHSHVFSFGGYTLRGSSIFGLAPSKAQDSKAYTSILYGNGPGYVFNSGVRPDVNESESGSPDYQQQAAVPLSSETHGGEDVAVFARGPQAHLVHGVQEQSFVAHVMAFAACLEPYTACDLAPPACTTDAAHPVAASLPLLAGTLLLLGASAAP
# PfG6PD inh: PfG6PD enzyme inhibitors, primary screen, biochemical, fluorescence intensity, uHTS. PfGluPho enzyme, NADPH resazurin-diaphorase fluorescence. inhibition, % at 20 µM. glucose-6-phosphate dehydrogenase-6-phosphogluconolactonase (Plasmodium falciparum 3D7). 350,000 compounds, 0.78% hits;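 active means inhibition reaching at least a set limit at 20 µM in the primary screen, cut at about 59% in these data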;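 further: 0% = DMSO wells with substrate and 100% = DMSO wells lacking glucose-6-phosphate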
# hIAP block: human IAP inhibitors, primary screen, biochemical, luminescence, uHTS; Intestinal-type alkaline phosphatase (Homo sapiens), P09923; purified IAP, CDP-Star luminescence, 30 min; inhibition, % at 10 µM; 330,000 compounds, 0.12% hits; AID 2544, 2010;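 active means inhibition reaching a set limit with compound at 10 µM in the primary screen, cut at about 35% in these data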;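 further: plate controls were DMSO wells with enzyme for no effect and no-enzyme buffer wells for full effect; values of inactives mirror those of a sister screen read the other way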
# * = called active by the depositor. This is a random part of the collection; 2.4% or so of the library scored in one or more.
SMILES,ATG4B inhibitor,mIAP activ,HKDC1 inh,mIAP block,A3A deaminase,hIAP activ,PfG6PD inh,hIAP block
Cc1cccc(NC(=O)c2cc(NC(=O)c3ccccc3)ccc2N2CCCCC2)c1,-3,0.98,-9,2,0,1,-1,0
Cc1cccc(/C=N/NC(=O)NC2CCCCC2)c1,1,1,-7,-2,0,0.95,-8,5
COc1cc2c3nnc(-c4ccc(F)cc4)c-3cn(Cc3cccc(F)c3)c2cc1OC,-16,0.97,7,3,3,0.9,-7,10
O=c1[nH]cnc2ccsc12,-8,0.95,-10,5,1,0.95,16,5
CCCC/C(C)=N/NC(=O)CN(c1ccc(Br)cc1)S(=O)(=O)c1ccccc1,3,0.93,-7,7,0,0.94,-8,6
CCOc1ccccc1-n1c(SCC(=O)NC(C)(C)C)nnc1-c1ccoc1C,3,1,-5,-4,2,1,-3,-4
CCc1cc(=O)oc2cc(C)cc(OCC(=O)NCCCn3ccnc3)c12,-1,1.1,3,-5,0,1.2,3,-22
CCN1C(=O)[C@@H]2[C@@H](c3ccc(-c4ccc(C(C)=O)cc4)cc3)N3CCC[C@@]3(C(=O)OC)[C@@H]2C1=O,-13,1.1,-4,-9,0,1.1,7,-8
COc1ccc(S(=O)(=O)N2CCOC23CCN(C(=O)c2ccc(Cl)cc2Cl)CC3)cc1,-6,0.93,4,7,-7,1.3,-6,-33
O=C(CC1NC(=S)NC1=O)c1ccc(Cl)cc1 (stereo not given),-3,1,-9,-4,-6,1.1,-1,-12
O=[N+]([O-])c1cccc(-c2nnn(C34CC5CC(CC(C5)C3)C4)n2)c1,-6,0.94,0,6,-1,0.9,-2,10
COCCNC(=S)NNc1cccc(C(=O)O)c1,6,0.92,-15,8,-3,0.89,35,11
CC(C)C(NS(=O)(=O)c1cccc2nsnc12)C(=O)NC1CCCCC1C (stereo not given),0,0.96,-4,4,-3,0.87,0,13
CCOc1ccccc1N1CCN(C(=S)Nc2ccc(S(=O)(=O)Nc3ncccn3)cc2)CC1,0,0.88,-4,12,-5,1,11,-3
Cc1ccc(Cl)cc1N1CCN(Cc2nc3ccsc3c(=O)[nH]2)CC1,-5,0.87,-2,13,-5,1.1,-13,-11
O=C(O)c1ccccc1C(=O)Nc1nccs1,-2,1,2,0,-2,1.1,-1,-9
Cc1cc(/C=C2/NC(=O)NC2=O)c(C)n1-c1ccc(C#N)cc1,-11,1,-1,-4,2,0.93,-4,7
Clc1ccc(CNc2ccc3nnc(-c4ccccc4)n3n2)cc1,-4,0.91,6,9,-4,0.92,8,8
O=C(N/N=C/c1sc(N2CCCCC2)nc1-c1cccs1)C1CC1,-18,0.83,-5,17,3,1,30,-2
Cc1ccc(-c2nn3c(C)nnc3s2)cc1NC(=O)c1ccc(OC(C)C)cc1,-1,0.9,-7,10,-1,0.87,-4,13
COc1ccc(OC)c(CNc2nc3ccccc3n2CCN2CCCCC2)c1,0,1.1,-2,-9,1,0.94,3,6
O=C(Nc1cccc(C(=O)N2CCCCC2)c1)c1ccc(Cl)cc1,-1,1,-2,-4,0,1.3,21,-29
COCC(=O)Nc1ccc(S(=O)(=O)NCC2CCCO2)cc1 (stereo not given),-11,0.95,-3,5,-6,1.1,-15,-10
CCN(CC(=O)Nc1c(F)cccc1F)C(=O)c1cccnc1SC,7,1,-2,-2,2,0.87,-2,13

# Copied from the list.
# `Cc1ccc(-c2nn3c(C)nnc3s2)cc1NC(=O)c1ccc(OC(C)C)cc1` @ mIAP block: 10
# `Clc1ccc(CNc2ccc3nnc(-c4ccccc4)n3n2)cc1` @ PfG6PD inh: 8

# Additional structures.
SMILES,ATG4B inhibitor,mIAP activ,HKDC1 inh,mIAP block,A3A deaminase,hIAP activ,PfG6PD inh,hIAP block
COC(=O)Cn1cc(/C=C/c2cc[n+](C)cc2)c2ccccc21,-10,0.95,-3,5,66*,0.93,1,7
O=C(CSc1ccccc1C(=O)O)Nc1cccc(C(=O)O)c1,-8,0.99,-6,1,0,0.87,-12,13
Nc1cc(C(=O)O)ccc1N1CCCCCC1,-6,1,1,-2,3,1,-12,0
Cc1nc2c(=O)n(-c3ccc(F)cc3F)nc(C)c2s1,7,1,-7,-4,1,0.94,-9,6
CCCNC(=O)N1CCC(Cc2ccccc2)CC1,-4,0.91,6,9,5,0.84,4,16
COc1ccc(Cl)cc1NC(=S)NCc1ccco1,-6,1,-8,-4,2,1.1,4,-15
COc1ccc(OCCn2cc(C=O)c3ccccc32)cc1,-6,1.1,1,-10,3,0.78,20,22
COc1ccc(C(=O)CN2CCN(c3ccc(F)cc3)CC2)cc1OC,-3,1,0,-1,-4,0.98,10,2
CN(CC(=O)N1CCc2ccccc2C1)c1ccccc1,12,0.92,0,8,-4,0.99,-18,1
Cc1ccc(Cn2c(=O)n(C)c(=O)c3sccc32)cc1,1,1,0,-4,1,0.9,-3,10
Cc1ccccc1OCC(O)CN1CCN(CCN2C(=O)c3cccc4cccc(c34)C2=O)CC1 (stereo not given),-27,1.1,-10,-10,14,0.96,5,4
Cc1cc(C)c(C(=O)COC(=O)c2cccnc2Cl)c(C)c1,-4,0.99,-11,1,26,1,25,-3
C=CCOc1c2ccc(C(=O)NCc3ccc(OC)cc3)cc2nn1C,-9,1.1,-2,-5,-3,1.1,-1,-12
Cn1ccnc1SCC(=O)c1cccc(C(F)(F)F)c1,-8,0.89,-3,11,-6,0.97,8,3
O=C(Nc1ccsc1C(=O)N1CCCC1)c1ccccc1,6,1.1,3,-6,-1,0.94,-19,6
COc1ccc(NC(=O)c2cc(S(=O)(=O)N(C)C)ccc2N2CCCC2)cc1Cl,0,1.2,-4,-17,-1,1.1,-11,-10
NCCCC[C@H]1CNC(=O)C(=O)N1CC1CCCCC1,-10,1,-2,-3,6,0.92,-13,8
COc1ccccc1NC(=S)Nc1ccccn1,-7,1,-7,0,-3,1.1,13,-12
Cc1ccc(F)cc1NCC(=O)Nc1ccc(Cl)cc1F,-4,1.1,-3,-9,-3,0.88,11,12
CCc1nnc(NC(=O)CSc2ncnc3scc(-c4ccc(C)cc4)c23)s1,-11,0.95,-15,5,3,0.94,-33,6
NC(=O)NC(CC(=O)N1CCc2ccccc2C1)c1ccc(Cl)cc1 (stereo not given),8,0.94,-5,6,-1,0.98,10,2
NNC(=O)C(=O)/C=C1\NC2(CCCC2)Cc2ccccc21,8,0.83,-6,17,1,1.1,7,-10
CCC1Sc2ccccc2N(CC(=O)NCc2ccc3c(c2)OCO3)C1=O (stereo not given),0,1.1,-9,-14,14,1.1,14,-9
CC(C)c1nnc(NC(=O)CSc2nnc(-c3ccco3)o2)s1,-3,0.83,-4,17,2,1.2,32,-15
CC(NC(=O)c1ccccc1NS(=O)(=O)c1ccc(CCC(=O)O)cc1)c1ccccc1 (stereo not given),-2,0.94,0,6,1,0.8,-26,20
Cc1ccc(S(=O)(=O)N2CCc3ccccc3C2CC(=O)O)cc1 (stereo not given),8,0.94,2,6,8,1,-25,-5
COc1cccc(N(C(=O)CNC(=O)c2ccco2)C(C(=O)NC2CCCC2)c2cccnc2)c1 (stereo not given),3,0.89,-1,11,-3,0.98,-12,2
O=C(Nc1ccc(Br)cc1)c1cc(-c2ccc3c(c2)OCO3)on1,4,1,-1,-3,-4,1,-17,0
CCOc1ccc2nc(SCC(=O)NCc3ccccc3OC)[nH]c2c1,-14,0.93,-2,7,0,0.87,13,13
O=c1c2[nH]c3ccc(Br)cc3c2ncn1CCCn1ccnc1,-5,1.1,-1,-6,1,0.99,-1,1
COc1ccccc1CNC(=O)C(=O)NCC1CCCN1S(=O)(=O)c1cccs1 (stereo not given),1,1,-4,-5,-4,1.1,1,-10
O=C(O)Cc1ccc(NC(=O)Nc2cccc3ccccc23)cc1,-3,1,3,-2,-2,1.3,-7,-30
Cc1c(CC(=O)NCCCCCC(=O)O)c(=O)oc2cc3occ(-c4ccccc4)c3cc12,-1,1,4,-2,-2,0.92,9,8
Brc1ccc2[nH]c3c(N4CCc5ccccc5C4)ncnc3c2c1,48*,1.3,1,-32,-5,0.87,23,13
O=C(Nc1cccc(C(=O)O)c1)/C(=C/c1cccc([N+](=O)[O-])c1)NC(=O)c1cccc(Br)c1,3,1,-6,-1,-1,1,-14,-3
COc1cc(OC)c(NS(=O)(=O)c2cccc(C(=O)OCC(=O)NCC3CCCO3)c2)cc1Cl (stereo not given),0,0.86,-4,14,2,1.1,2,-10
CC(c1ccco1)N(C(=O)c1cccc(S(=O)(=O)N(C)C)c1)c1ccccn1 (stereo not given),3,1.1,-6,-7,-4,1.1,-5,-5
COc1cc2c(cc1OC)CN(CCC(=O)c1ccc(Br)cc1)CC2,-2,1.1,9,-6,-3,1.1,14,-12
CCOc1ccccc1NC(=O)COc1coc(CN2CCc3ccccc32)cc1=O,-3,1,0,-1,2,1.2,7,-18
CC(=O)Nn1cc2c(=O)n(C)c(=O)n(C)c2c1,-10,1,3,0,-4,1.1,-8,-14
CCN(CC)C(=O)C(=O)N/N=C/c1ccc(C(=O)O)cc1,28,0.97,-4,3,2,0.95,-3,5
CCn1nc(C)c(CN2CCCC(C(=O)c3cccc(OC(C)C)c3)C2)c1C (stereo not given),-16,0.97,-11,3,0,0.97,-10,3
CCOC(=O)c1cc(/C(C)=N/OC(=O)c2ccc(Cl)cc2)on1,2,0.98,-5,2,0,0.95,-13,5
Cc1ccc(S(=O)(=O)Nc2c(C)n(C)n(-c3ccccc3)c2=O)cc1C(=O)OC(C)C(=O)N(C)c1ccccc1 (stereo not given),-13,1.1,0,-10,2,1.2,-4,-18
CN1c2ccsc2C(O)=C(C(=S)Nc2ccc(F)c(Cl)c2)S1(=O)=O,1,0.72,2,28,-3,0.95,6,5
Cc1cc(C(=O)COc2ccc(C#N)cc2)c(C)n1C1CC1,-2,1,0,-2,-6,0.99,12,0
C/C=C/Cn1c(SCc2ccccc2)nc2c1c(=O)[nH]c(=O)n2C,-3,1.1,1,-5,-1,0.94,11,6
CCCc1nc2ccc([N+](=O)[O-])cc2[nH]1,-2,0.98,9,2,1,1.1,2,-14

# An excerpt from above, reduced to mIAP activ.
canonical_smiles | mIAP activ
CCOc1ccccc1N1CCN(C(=S)Nc2ccc(S(=O)(=O)Nc3ncccn3)cc2)CC1 | 0.88
Cc1ccc(Cl)cc1N1CCN(Cc2nc3ccsc3c(=O)[nH]2)CC1 | 0.87

# The list continues.
SMILES,ATG4B inhibitor,mIAP activ,HKDC1 inh,mIAP block,A3A deaminase,hIAP activ,PfG6PD inh,hIAP block
CCc1c(C)nc2ncnn2c1NC1CCCc2ccccc21 (stereo not given),-3,0.99,3,1,-3,0.99,-1,1
Cc1ccccc1Sc1ncnc2onc(C)c12,4,0.95,-5,5,-3,1.1,-11,-9
CCOC(=O)C1CCN(C(=O)Cc2ccc(C)cc2)CC1,-4,1.1,-8,-6,0,0.95,-6,5
COc1ccc2c(c1)CCCN2C(N)=O,6,1.1,-3,-11,0,1.1,-18,-14

# Bioassay records (PubChem BioAssay)
